Source: PubChem
HP1b binding inh: blocks HP1-beta chromodomain binding to methylated histone tails. AID 540317. P83916. AlphaScreen HP1-beta / biotin-H3K9me3 peptide binding. Potency, µM (series often up to 114 µM), inactives show top-dose activity change, negative = inhibition, usual class: inhibitors. 390,000 tested, 0.56% active; further: potency means the concentration at half of the fitted maximal effect; nearly all actives have a fitted effect of over 70% in size; inactives centre near 23
Target sequence (P83916 whole entry, looked up): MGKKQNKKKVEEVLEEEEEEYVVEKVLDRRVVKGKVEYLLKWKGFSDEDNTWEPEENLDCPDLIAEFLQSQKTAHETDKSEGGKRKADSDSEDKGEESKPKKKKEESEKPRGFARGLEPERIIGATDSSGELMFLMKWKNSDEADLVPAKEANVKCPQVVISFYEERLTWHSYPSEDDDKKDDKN
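HP1-beta protein (50 nM final) preincubated 30 min at room temperature with biotinylated H3(1-18)K9me3 peptide (50 nM) in PBS pH 7.4, 0.01% Tween-20, then compound added for 30 min. AlphaScreen streptavidin donor/nickel chelate acceptor beads (10 ug/mL final), 30 min dark, luminescence read.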
BAZ2B inh: blocks human BAZ2B; Q9UIF8; AlphaScreen BAZ2B-H3K14Ac peptide displacement; Potency, µM (titrated, usually from 114 µM), for the others: at the highest dose activity change, negative = inhibition, actives largely listed as inhibitors; 360,000 tested, 4.4% active; AID 504333; further: potency means the concentration at half of the fitted maximal effect; on the % scale 0 is the no-effect control and ±100 the full control effect; nearly all actives have a fitted effect of over 60% in size
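In this displacement format the biotinylated H3(5-23) peptide acetylated at Lys14 serves as ligand at 50 nM, with BAZ2B at 50 nM in PBS pH 7.4 containing 0.01% Tween-20. Donor and acceptor beads are 10 ug/mL final.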
RGS4 inh: blocks human RGS4-accelerated GTP hydrolysis; P49798; Transcreener GDP fluorescence polarization, RGS4-accelerated GTP hydrolysis; Potency, µM (series often up to 114 µM), without a hit: top-dose activity change, negative = inhibition, usual class: inhibitors; 390,000 tested, 0.039% active; further: potency means the concentration at half of the fitted maximal effect; on the % scale 0 is the no-effect control and ±100 the full control effect; nearly all actives have a fitted effect of over 75% in size; some results filed as inactive show a strong effect at the top dose
Target sequence (P49798 whole entry, looked up): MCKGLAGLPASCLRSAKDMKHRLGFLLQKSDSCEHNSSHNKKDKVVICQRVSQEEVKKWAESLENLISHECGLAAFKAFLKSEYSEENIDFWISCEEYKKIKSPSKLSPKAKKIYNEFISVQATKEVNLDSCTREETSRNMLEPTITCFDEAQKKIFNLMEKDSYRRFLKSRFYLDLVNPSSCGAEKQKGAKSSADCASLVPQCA
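MLSMR compounds (23 nl, pin-transferred) preincubated 10 min at room temperature with a 500nM (2x) first reagent, then RGS4 at 900nM (2x) plus Transcreener GDP mix added; fluorescence polarization (620/688 nm) read before and after 90 min at 30 °C.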
PI4K2A block: inhibitors of human PI4K2A; 420,000 tested, 0.13% active; activity change, negative = inhibition, % at 76.9 µM; Q9BTU6; purified PI4K2A, ADP-Glo luminescence, 1 h; hits give low values; in the data active means activity change below about -50%; inconclusive means mostly about -30% to -49%;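 further: -100% = wells without enzyme as full effect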
Target sequence (Q9BTU6 whole entry, looked up): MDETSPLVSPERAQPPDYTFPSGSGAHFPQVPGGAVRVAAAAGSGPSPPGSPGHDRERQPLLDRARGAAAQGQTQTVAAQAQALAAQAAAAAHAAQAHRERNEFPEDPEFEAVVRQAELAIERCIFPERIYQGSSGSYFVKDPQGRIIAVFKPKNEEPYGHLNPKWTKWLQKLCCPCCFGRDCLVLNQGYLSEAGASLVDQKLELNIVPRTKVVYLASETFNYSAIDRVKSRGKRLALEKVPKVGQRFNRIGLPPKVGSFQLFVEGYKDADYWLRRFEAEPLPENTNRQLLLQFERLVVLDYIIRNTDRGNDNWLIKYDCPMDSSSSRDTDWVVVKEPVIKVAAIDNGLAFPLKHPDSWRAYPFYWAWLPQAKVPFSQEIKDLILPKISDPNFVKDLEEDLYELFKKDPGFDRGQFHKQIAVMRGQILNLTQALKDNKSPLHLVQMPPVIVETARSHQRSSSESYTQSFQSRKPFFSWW
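ADP-Glo luminescence measured ADP generated by PI4K2A enzyme (4 ug/mL before mixing) with 1.2 mM PI substrate (pre-mix) and 300 microM ATP (pre-mix). Tris pH7.5 buffer with MgCl2, Triton X-100; 1 h reaction at ambient temperature.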
12-LOX inh: blocks human arachidonate 12S-lipoxygenase. purified 12hLO, xylenol orange hydroperoxide absorbance. Potency, µM (highest dose often 108 µM), for inactives: top-dose activity change, negative = inhibition, hits mostly inhibitors. 580,000 tested, 1.1% active. AID 1671190; further: potency means the concentration at half of the fitted maximal effect; on the % scale 0 is the no-effect control and ±100 the full control effect
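Purified human 12hLO at 150 nM in 25 mM Hepes, 0.01% Triton X-100, pH 7.0, preincubated 15 min at room temperature with compound. Reaction started with 40 uM arachidonic acid, 30 min at room temperature. Hydroperoxide measured by Fe-xylenol orange, 573/405 nm absorbance ratio.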
ERG Ets-DNA blk: blocks human ERG Ets domain binding to DNA. fluorescence polarization, His-ERG Ets domain / labelled DNA. Potency, µM (series often up to 76.9 µM), for the others: at the highest dose FP activity, negative = inhibition, hits mostly inhibitors. AID 624246. P11308. 370,000 tested, 0.028% active; active means well fitted inhibition curve with a large enough effect in the polarisation, with a control signal flat; inconclusive means small, poorly fitted or top-dose-only effect, or effect the other way, or a change in a side signal; inactive means no such curve, though single readings can be large or run the other way; the % refers to the polarisation;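 further: polarization taken with two DNA probes labelled with fluorescein and Texas red; potency means the concentration at half of the fitted maximal effect; % of control where 0% means no effect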
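His-tagged ERG Ets domain (1 uM in the protein solution; 300mM KCl, 50mM Tris-HCl, 1mM EDTA, 1mM DTT, pH 7.5) received compound, then a probe mix of 5 nM fluorescein-DNA and 100nM Texas-615-DNA. Fluorescence polarization was read for both dyes.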
G9a block: inhibitors of human histone lysine methyltransferase G9a | G9a H3K9 monomethylation, AlphaScreen, 2 h | Potency, µM (highest dose often 102 µM), without a hit: top-dose activity, negative = inhibition, actives largely listed as inhibitors | 350,000 tested, 8.8% active; further: potency means the concentration at half of the fitted maximal effect; on the % scale 0 is the no-effect control and ±100 the full control effect; nearly all actives have a fitted effect of over 75% in size
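AlphaScreen detection with an anti-monomethyl H3K9 antibody quantified product after a 2 h room-temperature reaction containing 500 nM biotinylated H3K9 peptide, 20 µM SAM and 20 nM enzyme, which had been preincubated 15 min with compound.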
GLS inh: inhibitors of human glutaminase (GLS) | Potency, µM (series often up to 45.5 µM), for inactives: top-dose activity change, negative = inhibition, hits mostly inhibitors | 410,000 tested, 0.21% active | GLS enzymatic activity, qHTS titration | O94925; further: potency means the concentration at half of the fitted maximal effect; on the % scale 0 is the no-effect control and ±100 the full control effect
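Compounds were pin-transferred onto hKGA, after which L-glutamine (1 mM solution) and a detection mix of glutamate oxidase, HRP and Amplex Red were added. Initial and 30 min RT fluorescence reads were collected.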
JMJD2A Tudor: inhibitors of human JMJD2A Tudor domain | O75164 | AlphaScreen JMJD2A-Tudor / H3K4me3 peptide binding | 390,000 tested, 4.4% active | Potency, µM (highest dose often 114 µM), for the others: top-dose activity change, negative = inhibition, usual class: inhibitors; further: potency means the concentration at half of the fitted maximal effect; on the % scale 0 is the no-effect control and ±100 the full control effect; nearly all actives have a fitted effect of over 50% in size
Numbers without * were called inactive; ? = inconclusive; · = not tested or not shown; & = joins results of further samples; ! = a repeat was not active; [ ] = remark or other dose. Unless noted, the call rests on the fitted dose curve; in most records, active means well fitted curve in the direction sought with a large enough effect; inconclusive means small, poorly fitted or top-dose-only effect, or another doubt; inactive means no such curve, though single readings can be large; an effect the other way counts as inactive or inconclusive. An excerpt; the hit share may differ from the screen's.

SMILES | HP1b binding inh | BAZ2B inh | RGS4 inh | PI4K2A block | 12-LOX inh | ERG Ets-DNA blk | G9a block | GLS inh | JMJD2A Tudor
CN1C(=O)NC(=O)/C(=C\c2ccc([N+](=O)[O-])o2)C1=O | 25µM* | 35µM* | ? | -21 | · | 80%[activator] | 13µM* | 7.1µM* | 16µM*
CCCNC(=O)N1[C@H]2CC[C@@H]1C(C(=O)OC)=C(c1ccc(OC(F)(F)F)cc1)C2 | 22% | 9% | 9% | 4 | 0% | 0% | 14%[0.501 µM] | 2% | -20%
CC(C)COC(=O)c1ccccc1C(=O)OCC(C)C | 158%[activator] | 83%[activator] | -12% | 1 | 8% | 5% | 55%[activator][59 µM] | 2% | 118%[activator]
COC(=O)[C@H]1C[C@@H]1[C@H](NP(=O)(c1ccccc1)c1ccccc1)c1ccccc1 | 36% | -5% | -9% | 2 | 17% | -8% | ? | 1% | -15%
OC1(c2ccc(F)cc2)CCNC1 (centres undefined) | 11% | 0% | -17% | 2 | 9% | 1% | 1%[12.7 µM] | -17% | -5%
COc1ccc(N2C(=O)NC(=O)/C(=C\c3cn(CC(=O)N4CCOCC4)c4ccccc34)C2=O)c(OC)c1 | 44%[activator] | -24% | ? | -28 | 210% | 11% | ? | -6% | -20%
CN1CC(C(=O)c2ccccc2)C(c2ccccc2)C1 (centres undefined) | 6% | ? | 4% | 6 | ? | 21% | 22%[0.501 µM] | 92%[activator] | -17%
COC(=O)C1=C(c2cccc(C#N)c2)C[C@@H]2CC[C@H]1N2C(=O)NC1Cc2ccccc2C1 | 28% | -2% | 41% | 1 | 22% | 16% | 4%[2.33 µM] | 12% | -19%
Cc1ccc2c(c1)CC1(CN2C)C(=O)NC(=O)N(CCC2=CCCCC2)C1=O (centres undefined) | 32% | -31% | -2% | -1 | ? | 2% | 10µM* | 5% | -13%
COc1cccc(-n2c(O)c(C=Nc3c(C)n(C)n(-c4ccccc4)c3=O)c(=O)[nH]c2=O)c1 | 18% | 5% | -8% | -1 | -7% | 3% | 10% | -9% | 6%
C=CCCC1(C2=CCCCC2)C(=O)NC(=O)NC1=O | 13% | · | 17% | -1 | -8% | -8% | · | -2% | -9%
CC(=O)c1ccc(NC2CC(O)C(O)CO2)cc1 (centres undefined) | ? | 1% | -8%[56.9 µM] | 1 | 0% | 1% | ? | -1% | -24%[57.1 µM]
COC(=O)C1=C(c2ccc(Cl)c(C(F)(F)F)c2)C[C@@H]2CC[C@H]1N2C | 21% | 2% | 18% | -6 | -10% | -1% | 17%[2.33 µM] | -2% | -13%
CNC(=S)N1CCn2cccc2C1c1cccnc1 (centres undefined) | 15% | -37% | -38% | -2 | -3% | 13% | -38% | 3% | -16%
Cc1ccccc1Cc1c(C)nc2nc(SCC(=O)N3CCC4(CC3)OCCO4)nn2c1C | 35% | 2% | -24% | 2 | 7% | -3% | -11% | -21% | -18%
CCOC(=O)c1ccc(NC(=O)CSc2cc(=O)n(CC)c3ccccc23)cc1 | -6% | 6% | -43% | -1 | ? | -2% | ? | -1% | -3%
COc1ccc(-c2nn(-c3ccccc3)cc2C(=O)N2c3ccc(C)cc3C3CN(C)CCC32)cc1 (centres undefined) | 1% | ? | -2% | -3 | -22% | -2% | ? | -3% | -22%
Nc1c([N+](=O)[O-])cc(F)c(N2CCNCC2)c1Br | -6% | -9% | -23% | -1 | 23% | -5% | 17% | -3% | -18%
CCN(c1ccccc1)S(=O)(=O)c1ccc(NC(=O)c2cc(=O)c3ccccc3o2)cc1 | 31% | -3% | ? | -3 | 3%&-14% | -2% | -4%[59 µM] | 8% | -2%
CCN1C[C@]2(COC)CC[C@H](OC)[C@@]34C1[C@]1(OCO[C@@]15C[C@H](OC)[C@H]1C[C@@H]3[C@@H]5[C@H]1OC)[C@@H](O)[C@H]24 | 17% | 4% | -4% | 0 | 18% | -6% | -38%[59 µM] | 16% | -9%
CC(C)(C)P(=O)(c1ccncc1)N1CCCC1 (centres undefined) | 14% | -17% | -3% | 1 | ? | · | -1%[12.7 µM] | -19% | -7%
C#CC[N+]1(C)C2CCC1CC(O)C2 (centres undefined) | 65%[activator] | 2% | 0% | -14 | 0% | 7% | -32% | -1% | 9%
O=S(=O)(c1ccc(Cl)cc1)N1CCCC1c1cccnc1 (centres undefined) | 20% | 32% | 0% | -1 | 162%[activator] | -6% | 25% | 0% | 4%
COc1ccc(N2C(=O)C(=O)N(c3ccc(OC)cc3)P2(=O)N(CCCl)CCCl)cc1 | 14%[57 µM] | · | 29% | -4 | -12% | -2% | · | 0% | -7%
Cc1ccc(C(=O)N2CC2C)cc1 (centres undefined) | 25% | · | 12% | 4 | 4% | -2% | · | -7% | -15%
C[C@H](CO)N1C[C@H](C)[C@@H](CN(C)Cc2ccc(-c3ccccc3)cc2)Oc2c(NC(=O)c3ccncc3)cccc2C1=O | 3% | · | 1% | -1 | ? | 2% | · | -1% | ?
c1ccc2c(N3CCNCC3)cccc2c1 | 51%[activator] | · | -7%[56.9 µM] | 4&-3 | ? | 15% | 17µM*! | 2% | -16%
O=C(C[n+]1ccccc1)c1ccc(Cl)cc1 | 10% | -1% | -31% | -1 | · | -2% | 2µM* | -4% | ?
CCNc1nc(Cl)nc(NCC)n1 | · | · | · | 0 | -7%[22.9 µM] | · | 33%[59 µM] | -14% | ·
CCOC(=O)CNC(=S)N1CC2C[C@@H](C1)Cn1c2cccc1=O | 27% | 1% | 10% | 3 | 4% | 3% | -1% | -11% | 1%
Cc1cccc(-n2c(/C=C\c3cccc(Br)c3)nc3ccccc3c2=O)c1 | 51%[activator] | -2% | -3% | -6 | ? | -1% | 10%[59 µM] | -6% | -8%
CCOc1ccc(N=Cc2c(O)n(-c3cc(C)cc(C)c3)c(=O)[nH]c2=O)cc1 | -13% | 1% | 0% | 4 | ? | -11% | · | -1% | -24%
CCOC(=O)C(O)(c1ccc(N)c(OC)c1)C(F)(F)F (centres undefined) | 36% | 7% | -1% | 3 | 7% | -7% | -8%[2.33 µM] | 15% | -12%
CSCCC(NC(=O)CCC(=O)OC1CC[C@H]2[C@@H]3CC[C@H]4CC(=O)CC[C@]4(C)[C@H]3CC[C@]12C)C(=O)O (some centres undefined) | 15% | -1% | 18% | 0 | -24% | -1% | 13% | 1% | -18%
CC(C)(COC(=O)C(c1ccccc1)c1ccccc1)CN1CCOCC1 | 82%[activator] | · | 5% | -4 | ? | -5% | · | -7% | 106%[activator]
CCN1C(=O)C(=Cc2cc(C)n(C3CC3)c2C)C(=O)N(CC)C1=S | 27% | -1% | -32% | -2 | ? | 39%[activator] | 50µM* | -12% | -22%

Continued, overlapping the part above by 3 compounds.
SMILES | HP1b binding inh | BAZ2B inh | RGS4 inh | PI4K2A block | 12-LOX inh | ERG Ets-DNA blk | G9a block | GLS inh | JMJD2A Tudor
CSCCC(NC(=O)CCC(=O)OC1CC[C@H]2[C@@H]3CC[C@H]4CC(=O)CC[C@]4(C)[C@H]3CC[C@]12C)C(=O)O (some centres undefined) | 15% | -1% | 18% | 0 | -24% | -1% | 13% | 1% | -18%
CC(C)(COC(=O)C(c1ccccc1)c1ccccc1)CN1CCOCC1 | 82%[activator] | · | 5% | -4 | ? | -5% | · | -7% | 106%[activator]
CCN1C(=O)C(=Cc2cc(C)n(C3CC3)c2C)C(=O)N(CC)C1=S | 27% | -1% | -32% | -2 | ? | 39%[activator] | 50µM* | -12% | -22%
Cc1cc(OCC(=O)N2C[C@H]3C[C@@H](C2)c2cccc(=O)n2C3)c2c(C)c(C)c(=O)oc2c1 | 33% | -22% | -21% | -2 | 10% | 7% | -4%[12.7 µM] | -7% | ?
O=C1/C(=C/c2ccc3c(c2)OCO3)N2CCC1CC2 | 24% | -4% | -6% | -2 | -8% | -5% | -10%[59 µM] | 9% | -18%
Cc1ccc(S(=O)(=O)N2CCCC2c2cccnc2)cc1 (centres undefined) | 5% | -14% | 7% | 2 | 272%[activator] | 0% | ? | 5% | -12%
O=c1c2ccccc2nc(N2CCCC2)n1-c1ccccc1 | 28% | -1% | -5% | -3 | 14% | -1% | 27% | -12% | -20%
COC(=O)[C@H](Cc1ccccc1)N(Cc1ccccc1)S(=O)(=O)N(Cc1ccccc1)[C@@H](Cc1ccccc1)C(=O)OC | 48%[activator] | · | 2% | 4 | -5% | -5% | · | -7% | -6%
Cc1oc(-c2ccc(Cl)cc2)nc1CN1C(=O)CN=C(c2ccccc2)c2cc(Cl)ccc21 | 36% | -3% | -1% | 2 | 5% | -1% | ? | 3% | 2%
CCC1CN1P(=O)(N1CCCC1)N1CC1CC (centres undefined) | 38% | · | -13% | 0 | 0% | 2% | · | 2% | -6%
Cc1c2cnn(CC(=O)N3CCC4(CC3)OCCO4)c(=O)c2c(C)n1Cc1ccccc1F | 5% | -28% | -7% | 2 | 1% | 3% | -41%[12.7 µM] | -2% | -10%
COc1cc(CNC(=O)CCCC/C=C/C(C)C)ccc1O | 51%[activator] | 9% | -19% | -1 | 12% | 1% | 4%[59 µM] | 23%&-3% | -6%
Cc1c(C(=O)C(=O)N2CCOCC2)c2ccccc2n1Cc1ccccc1 | 25% | -21% | 7% | 0 | ? | 7% | 10% | -1% | -14%
CCCOC(=O)C1C2CCC(O2)C1C(=O)O (centres undefined) | 5% | · | -15% | -6 | ? | 9% | · | -2% | -10%
